TLR9-MyD88 inh = TLR9-MyD88 interaction inhibition; 0.21% of 340,000 active; CHO BLA complementation TLR9-MyD88, CCF4 FRET ratio; inhibition, % at 4.98 µM; Q9NR96+Q99836;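 active = inhibition above the mean over all tested compounds plus 3 SD, cut at about 21% in these data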;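 also: 0% = DMSO only wells and 100% = clavulanate BLA inhibitor control wells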
NCOA2 inhibitor = human SRC2 (NCOA2) inhibition | HEK293 GAL4-SRC2 luciferase reporter, luminescence | inhibition, % at 9 µM | 0.17% of 370,000 active;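 active = inhibition above the mean inhibition of all tested compounds plus 3 SD, set per campaign, cut at about 52% in these data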;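 also: 0% = DMSO treated cells and 100% = cells given Gossypol at 36 µM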
NCOA3 inh = inhibits human SRC3 coactivator; HEK293 GAL4-SRC3 luciferase reporter, luminescence; inhibition, % at 3.6 µM; 0.17% of 360,000 active; AID 588352;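 active = inhibition above a per-campaign cutoff, the mean of all compounds plus 3 SD, cut at about 60% in these data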;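 also: 0% = DMSO-treated cells and 100% = gossypol-treated cells at 36 µM; higher means less SRC3-driven luciferase light from the GAL4 reporter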
NOD2 RIPK2 PPI = NOD2-RIPK2 protein interaction inhibition | inhibition, % at 4.98 µM | CHO BLA complementation NOD2-RIPK2, CCF4 ratio | 0.38% of 360,000 active | O43353 | AID 624267; in the data active = inhibition above about 21%;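 also: 0% = vehicle only and 100% = reference blocker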
Target sequence (O43353 whole entry, looked up): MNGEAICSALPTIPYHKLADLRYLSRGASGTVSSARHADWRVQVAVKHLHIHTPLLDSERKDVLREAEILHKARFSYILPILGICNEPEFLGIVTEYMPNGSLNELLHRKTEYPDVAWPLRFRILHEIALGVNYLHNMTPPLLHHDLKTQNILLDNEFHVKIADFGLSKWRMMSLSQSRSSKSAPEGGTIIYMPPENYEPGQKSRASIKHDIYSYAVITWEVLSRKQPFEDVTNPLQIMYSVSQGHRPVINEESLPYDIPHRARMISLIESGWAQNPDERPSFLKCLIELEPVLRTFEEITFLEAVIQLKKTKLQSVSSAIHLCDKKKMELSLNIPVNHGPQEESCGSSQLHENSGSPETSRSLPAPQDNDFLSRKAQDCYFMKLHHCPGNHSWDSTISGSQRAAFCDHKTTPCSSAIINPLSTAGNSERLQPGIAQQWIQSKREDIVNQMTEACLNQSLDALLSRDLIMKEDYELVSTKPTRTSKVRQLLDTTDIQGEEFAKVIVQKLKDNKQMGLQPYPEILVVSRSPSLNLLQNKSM
LRH-1 inv ag = NR5A2 inverse agonism in reporter assay. O00482. HEK293T StAR-luciferase reporter, LRH-1 transfected, 24 h. inhibition, % at 3.6 µM. 0.13% of 360,000 active;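 active = inhibition above the mean inhibition of all tested compounds plus 3 SD, cut at about 73% in these data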;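 also: 0% = DMSO wells and 100% = reporter-only cells lacking LRH-1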
TWEAK-Fn14 inh = inhibitors of TWEAK-Fn14 interaction signaling; inhibition, % at 10 µM; 2% of 360,000 active; TWEAK-stimulated Fn14 reporter cells, luciferase luminescence, 8 h; in the data active = inhibition above about 50%
TROY signal inh = inhibitors of TROY-dependent NF-kB signaling | Q293 LMP1-TROYcd NF-kB luciferase reporter, 4 h | inhibition, % at 10 µM | 0.98% of 360,000 active | AID 1347056;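 active = compounds whose plate-normalised and pattern-corrected inhibition of the luciferase reporter signal at the single screening dose is 50% or more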
Granule exo inh = lytic granule exocytosis inhibition; TALL-104 LAMP-1 surface exposure, flow cytometry; cells stimulated with thapsigargin and PMA; inhibition, % at 10 µM; 0.66% of 360,000 active; AID 651702;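 active = inhibition above about 55%, limit read from the data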
ABHD5-PLIN5 inh = ABHD5-PLIN5 protein interaction inhibition | Split G. princeps luciferase complementation, luminescence, 4 h | Q00G26+Q8WTS1 | 0.78% of 360,000 active | inhibition, % at 4 µM;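 active = inhibition above the mean inhibition across every tested compound plus 3 SD, cut at about 22% in these data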;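 also: 0% = DMSO only wells and the 100% control is not disclosed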
NCOA1 inh = human NCOA1 inhibition | Q15788 | HEK293 GAL4-SRC1 luciferase reporter, luminescence | inhibition, % at 3.6 µM | 0.12% of 360,000 active | AID 588354;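 active = inhibition above the campaign mean plus 3 SD, with each screening campaign given its own cutoff, cut at about 60% in these data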;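 also: 0% = DMSO treated cells and 100% = gossypol at 36 µM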
COUP-TFII inh = NR2F2 (human) inhibition, primary screen | HEK293T NGFI-A luciferase reporter, luminescence | inhibition, % at 8.6 µM | 0.7% of 370,000 active | AID 686940;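 active = inhibition above a per-plate cutoff, mean inhibition of test wells between control levels plus 3 SD, cut at about 38% in these data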;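 also: cells cotransfected with COUP-TFII expression vector driving the NGFI-A reporter; 0% = median of COUP-TF2 test wells and 100% = reporter-only cells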
Target sequence (P24468 whole entry, looked up): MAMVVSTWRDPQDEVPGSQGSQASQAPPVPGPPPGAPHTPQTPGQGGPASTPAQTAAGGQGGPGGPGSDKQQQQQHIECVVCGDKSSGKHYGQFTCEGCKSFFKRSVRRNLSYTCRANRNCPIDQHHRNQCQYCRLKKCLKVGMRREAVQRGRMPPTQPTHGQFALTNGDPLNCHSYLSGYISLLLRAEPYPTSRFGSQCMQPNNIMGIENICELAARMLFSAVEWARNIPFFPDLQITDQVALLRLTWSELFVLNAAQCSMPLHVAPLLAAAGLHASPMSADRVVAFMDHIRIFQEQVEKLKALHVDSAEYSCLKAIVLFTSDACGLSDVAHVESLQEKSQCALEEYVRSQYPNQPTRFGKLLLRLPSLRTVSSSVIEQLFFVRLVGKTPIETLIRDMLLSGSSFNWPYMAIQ
Numbers without * were called inactive; nt = no result given. Only part of the results is shown. The share of hits here may be higher or lower than overall.

Compound | TLR9-MyD88 inh | NCOA2 inhibitor | NCOA3 inh | NOD2 RIPK2 PPI | LRH-1 inv ag | TWEAK-Fn14 inh | TROY signal inh | Granule exo inh | ABHD5-PLIN5 inh | NCOA1 inh | COUP-TFII inh
CCOC(=O)C1(CCOc2ccccc2)CCN(Cc2cc(OC)ccc2OC)CC1 | -3 | 10 | 21 | -9 | 10 | -8 | 18 | 84* | 1 | 4 | 26
CC(=O)c1cnc2cc(C)nn2c1C | -9 | -6 | 9 | -1 | 3 | 7 | 10 | -2 | -1 | 0 | 3
Cc1cc(=O)nc2c3ccccc3n(CC(=O)Nc3ccccc3Br)n12 | 7 | -11 | 3 | -9 | 10 | -1 | 9 | 2 | -1 | -19 | 7
CC(C)CSc1ccc(S(=O)(=O)NCC(=O)O)cc1[N+](=O)[O-] | 11 | 7 | -10 | 0 | 1 | 0 | 6 | 0 | -6 | 1 | -8
Cn1c(C(=O)NCC2CCCO2)cc2oc3ccccc3c21 (stereo unspecified) | -15 | -59 | -82 | -6 | -158 | -19 | -64 | -8 | 4 | -74 | -20
CCOC(=O)COc1cnc2ccccc2n1 | -11 | 2 | 1 | 7 | 12 | 9 | 8 | -1 | 2 | -3 | 3
COc1ccc(NC(=O)CSC2=NN3CCCC(=O)N=C3S2)c(OC)c1 | -1 | 7 | 15 | -8 | 18 | 26 | -49 | -3 | 6 | -17 | 5
Cc1ccc(S(=O)(=O)NC(=O)Nc2ncc3c(n2)CC(c2ccco2)CC3=O)cc1 (stereo unspecified) | -11 | -16 | 6 | -8 | 6 | -14 | 15 | 0 | 1 | -18 | 5
CCCCNC(=O)C1(NC(=O)Nc2ccc(C)cc2)CCCCC1 | nt | 17 | 0 | -2 | 6 | 0 | -15 | -2 | 1 | -26 | -27
O=C(CCNC(=O)c1ccccc1Cl)NCC12CC3CC(CC(C3)C1)C2 | 5 | -12 | 21 | 5 | -5 | -7 | -7 | -6 | -2 | 0 | 8

In a second layout: entries from further up
Results follow in this order: TLR9-MyD88 inh | NCOA2 inhibitor | NCOA3 inh | NOD2 RIPK2 PPI | LRH-1 inv ag | TWEAK-Fn14 inh | TROY signal inh | Granule exo inh | ABHD5-PLIN5 inh | NCOA1 inh | COUP-TFII inh
Cn1c(C(=O)NCC2CCCO2)cc2oc3ccccc3c21 (stereo unspecified)
→ -15 | -59 | -82 | -6 | -158 | -19 | -64 | -8 | 4 | -74 | -20
CCOC(=O)COc1cnc2ccccc2n1
→ -11 | 2 | 1 | 7 | 12 | 9 | 8 | -1 | 2 | -3 | 3
COc1ccc(NC(=O)CSC2=NN3CCCC(=O)N=C3S2)c(OC)c1
→ -1 | 7 | 15 | -8 | 18 | 26 | -49 | -3 | 6 | -17 | 5

Other records.
Compound | TLR9-MyD88 inh | NCOA2 inhibitor | NCOA3 inh | NOD2 RIPK2 PPI | LRH-1 inv ag | TWEAK-Fn14 inh | TROY signal inh | Granule exo inh | ABHD5-PLIN5 inh | NCOA1 inh | COUP-TFII inh
Cc1ccc(/C=C/C(=O)Nc2nn[nH]n2)o1 | 2 | -3 | -4 | -8 | 7 | 0 | 11 | -5 | 7 | 6 | 15
CCc1nc(Nc2ccc(OC)c(OC)c2)c2nnn(Cc3ccccc3Cl)c2n1 | 0 | 8 | 30 | 7 | -10 | 52* | 50 | 2 | -2 | 10 | 2
O=C(NCCCO)C(=O)c1c(-c2ccccc2)cc2ccccn12 | -1 | -24 | 9 | 3 | 1 | -12 | 0 | -1 | 0 | 2 | -1
Cc1csc2nc(CNS(=O)(=O)N(C)C)cn12 | 1 | 7 | -34 | -5 | 2 | 10 | -3 | 7 | 1 | -4 | -17
CN(Cc1ccccc1F)c1cc2c(c3c1ccn3C)C1CCC2O1 (stereo unspecified) | nt | 0 | -1 | 2 | -3 | 0 | 4 | -3 | -12 | -25 | 6
CC(c1ccccc1)C1CC(=O)N(C2CCCCC2)C1=O (stereo unspecified) | -7 | -1 | 11 | -3 | 8 | -9 | -14 | 2 | -4 | 17 | 1
Cc1ccc(S(=O)(=O)NCCCCC(NC(=O)OC(C)(C)C)C(=O)O)cc1 (stereo unspecified) (tested in a mixture with another compound) | -8 | 7 | 7 | -5 | 8 | -14 | 4 | -2 | -8 | 5 | -6
O=C(c1n[nH]c2ccccc12)N1CCN(S(=O)(=O)c2ccccc2)CC1 | -4 | 14 | -18 | -10 | 1 | 8 | -19 | 0 | -2 | 8 | -3
O=C(O)CCNS(=O)(=O)c1cccc2nsnc12 | 0 | 2 | -11 | 1 | 10 | 0 | 7 | 31 | 0 | -7 | 4
Clc1ccc(C(c2nnnn2C2CCCCC2)N(Cc2cccnc2)Cc2ccco2)cc1 (stereo unspecified) | 2 | 0 | 5 | -7 | -15 | 7 | 0 | 2 | -1 | -3 | 1
O=C(COc1ccccc1[N+](=O)[O-])N1CCN(S(=O)(=O)c2ccccc2)CC1 | -3 | -19 | 4 | -15 | -19 | 27 | 7 | -1 | 5 | -11 | 13
O=C(C(Br)=Cc1ccccc1)c1ccccc1 | 3 | -31 | 11 | 33* | 5 | 93* | -2 | 17 | 51* | -18 | 5
CC(NCC(=O)Nc1cc(S(=O)(=O)N2CCOCC2)ccc1Cl)c1ccc(Cl)cc1Cl (stereo unspecified) | 0 | 7 | 8 | 4 | -1 | 41 | 37 | -6 | -12 | -34 | 30
CCOc1ccc(NC(=O)CCC(=O)NNC(=O)COc2ccc(C)cc2Br)cc1 | -11 | -13 | -101 | -12 | -40 | -22 | -48 | -4 | -2 | -76 | 0
COc1ccc(NC(=O)Nc2ccc3nonc3c2)cc1 | nt | -52 | -42 | -13 | -78 | -20 | -38 | -1 | -9 | -73 | -7
CC(=O)c1cccc(NC(=O)C2C(c3ccccc3)C2(Cl)Cl)c1 (stereo unspecified) | 2 | -15 | 23 | -10 | 5 | -2 | 16 | -3 | -6 | 13 | 6
COc1ccc(NC(=O)C2Cc3c(-c4ccc5c(c4)OCO5)ccnc3O2)cc1 (stereo unspecified) | nt | 3 | -11 | 8 | 1 | 3 | 24 | 11 | -8 | 1 | 4
CCOc1ccc(N2CC(C(=O)Nc3cccc(S(=O)(=O)NC4=NCCC4)c3)CC2=O)cc1 (stereo unspecified) | -13 | 2 | 15 | -4 | 1 | -7 | -24 | 1 | -4 | -8 | -2
Nc1nnc(CSCc2ccc(Cl)cc2)s1 | 5 | 1 | 4 | 4 | 20 | -19 | -10 | 10 | 0 | -2 | 7
COc1ccc(S(=O)(=O)N2CCC(C(=O)NC3CC3)CC2)cc1C | 6 | -48 | -6 | 7 | 4 | 38 | 0 | -8 | -2 | 15 | -9

(more compounds)
Assay codes – A = TLR9-MyD88 inh; B = NCOA2 inhibitor; C = NCOA3 inh; D = NOD2 RIPK2 PPI; E = LRH-1 inv ag; F = TWEAK-Fn14 inh; G = TROY signal inh; H = Granule exo inh; I = ABHD5-PLIN5 inh; J = NCOA1 inh; K = COUP-TFII inh
CCOc1ccc(CC(=O)OCn2nnc3ccccc3c2=O)cc1
  A: 5 | B: 12 | C: 6 | D: 1 | E: 8 | F: -4 | G: -2 | H: -4 | I: -2 | J: 9 | K: -20
Cn1cnnc1SCC(=O)n1c2ccccc2c2ccccc21
  A: 5 | B: -17 | C: 10 | D: -5 | E: 0 | F: 0 | G: 7 | H: -2 | I: -3 | J: -6 | K: 2
CCOC(=O)c1c(CSc2nc(C)cc(C)c2C#N)n(C)c2cc(Br)c(OC(C)=O)cc12
  A: 15 | B: -14 | C: -5 | D: -7 | E: -9 | F: 61* | G: 27 | H: -3 | I: 0 | J: -10 | K: -9
COC(=O)CN1CC(=O)N(c2ccccc2)C1=S
  A: -3 | B: 5 | C: -1 | D: -7 | E: 4 | F: 5 | G: 20 | H: -2 | I: -3 | J: -22 | K: 12
CS(=O)(=O)N1CCC(C(=O)N2CCc3ccccc3C2)CC1
  A: 2 | B: 19 | C: 17 | D: -5 | E: 6 | F: 11 | G: -1 | H: -1 | I: 4 | J: 4 | K: 4
COc1ncnc2c1NC(=O)CS2
  A: 2 | B: -11 | C: 14 | D: -3 | E: 4 | F: -2 | G: -11 | H: -6 | I: 0 | J: -2 | K: -7
CCn1cc(/C=C(\NC(=O)c2ccccc2OC)C(=O)N2CCOCC2)c2ccccc21
  A: -5 | B: -7 | C: -19 | D: 3 | E: -11 | F: -1 | G: 8 | H: 1 | I: -2 | J: -34 | K: 7
CCOC(=O)c1c(C)[nH]c(C(=O)COC(=O)C23CC4CC(CC(Cl)(C4)C2)C3)c1C
  A: -1 | B: -38 | C: -5 | D: 9 | E: -11 | F: 0 | G: -6 | H: 1 | I: -1 | J: -8 | K: 8
CS(=O)(=O)CCC(C(=O)N1CCOCC1)N1C(=O)c2cc(Cl)c(Cl)cc2C1=O (stereo unspecified)
  A: -1 | B: -22 | C: 3 | D: -12 | E: -2 | F: -8 | G: 6 | H: -1 | I: 0 | J: -13 | K: -2
COC(=O)c1c(C)noc1-c1cc(C)on1
  A: -8 | B: -17 | C: -2 | D: 1 | E: 3 | F: 18 | G: 7 | H: -2 | I: 5 | J: 2 | K: 14
CCOC(=O)C1=C(C)N=c2s/c(=C3/C(=O)Nc4ccccc43)c(=O)n2C1c1ccc(C)cc1 (stereo unspecified)
  A: 9 | B: 8 | C: -10 | D: 15 | E: 0 | F: -2 | G: 0 | H: -1 | I: 3 | J: -11 | K: 7
O=c1[nH]c2cc3c(cc2cc1C(c1nnnn1CC1CCCO1)N1CCCCCC1)OCCO3 (stereo unspecified)
  A: -4 | B: -28 | C: -1 | D: 1 | E: 0 | F: -6 | G: -4 | H: -5 | I: -9 | J: 1 | K: 2
COc1ccccc1-c1nc2ccccc2nc1-c1ccccc1
  A: -4 | B: -4 | C: -14 | D: -13 | E: 0 | F: 0 | G: -20 | H: 0 | I: 0 | J: 9 | K: -11
COc1ccc(-c2cc3c(=O)n(CC(=O)N4CCCC4)ncn3n2)cc1
  A: -9 | B: -25 | C: -2 | D: -11 | E: 6 | F: -23 | G: -3 | H: -1 | I: -2 | J: -2 | K: -23
COc1cc(/C=N/NC(=O)C2c3ccccc3Oc3ccccc32)ccc1O
  A: 3 | B: -22 | C: 4 | D: 1 | E: 1 | F: 12 | G: -7 | H: -5 | I: 3 | J: -9 | K: -16
COC(=O)c1cc(S(=O)(=O)NCc2cccc(OC)c2)cn1C
  A: -13 | B: -17 | C: 4 | D: -14 | E: -14 | F: -16 | G: -2 | H: 12 | I: 0 | J: 0 | K: 7

Rewritten with two lines to a compound: entries from further up.
Each structure is followed by: TLR9-MyD88 inh | NCOA2 inhibitor | NCOA3 inh | NOD2 RIPK2 PPI | LRH-1 inv ag | TWEAK-Fn14 inh | TROY signal inh | Granule exo inh | ABHD5-PLIN5 inh | NCOA1 inh | COUP-TFII inh
CCOc1ccc(CC(=O)OCn2nnc3ccccc3c2=O)cc1
→ 5 | 12 | 6 | 1 | 8 | -4 | -2 | -4 | -2 | 9 | -20
COC(=O)CN1CC(=O)N(c2ccccc2)C1=S
→ -3 | 5 | -1 | -7 | 4 | 5 | 20 | -2 | -3 | -22 | 12
COC(=O)c1cc(S(=O)(=O)NCc2cccc(OC)c2)cn1C
→ -13 | -17 | 4 | -14 | -14 | -16 | -2 | 12 | 0 | 0 | 7
COc1ccc(-c2cc3c(=O)n(CC(=O)N4CCCC4)ncn3n2)cc1
→ -9 | -25 | -2 | -11 | 6 | -23 | -3 | -1 | -2 | -2 | -23
